Screens: PubChem BioAssay, Sanford-Burnham Center for Chemical Genomics
Jurkat NFkB inh = inhibitors of the PMA/ionomycin-induced NF-kB reporter in Jurkat cells; inhibition, % at 4 µM; PMA/ionomycin-induced NF-kB luciferase reporter, luminescence; AID 435003; actives 0.53% (n = 330,000)
HKDC1 inh = HKDC1 (human) hexokinase inhibition. actives 0.16% (n = 340,000). Q2TB90. recombinant HKDC1, G6PDH/diaphorase resazurin coupled fluorescence. inhibition, % at 20 µM;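 active means inhibition above about 35% when tested at 20 µM, limit read from the data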;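 further: plate controls were DMSO wells with enzyme for no effect and DMSO wells lacking enzyme for full effect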
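Test system: recombinant HKDC1 (HK5) hexokinase enzyme, produced in-house / Doses: 20 µM test compound, 1% DMSO / Timing: 90 min, room temperature / Detection: G6PDH/diaphorase-coupled fluorescence, 1 mM NADP, 100 µM resazurin, 525/613 nm / Control set: DMSO wells with and without enzyme mix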
697 NFkB inh = inhibitors of the PMA/ionomycin-induced NF-kB reporter in 697 B cells | 697 B-cell NF-kB luciferase reporter, 16 h | inhibition, % at 4 µM | actives 0.33% (n = 330,000); in the data active means inhibition above about 35%
Gli-Sufu block = blocks Gli-Sufu signaling in a luciferase reporter. AID 588413. actives 0.74% (n = 340,000). Sufu-KO-LIGHT fibroblasts, Gli luciferase reporter luminescence. inhibition, % at 5 µM;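 active means inhibition above about 55%, limit read from the data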;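 further: 0% = DMSO-treated cells and 100% = wells with medium but no cells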
SENP8 block = blocks the human protease SENP8. actives 1.2% (n = 330,000). AID 2540. Q96LD8. purified SENP8, Z-RLRGG-aminoluciferin cleavage, luminescence. inhibition, % at 10 µM
SENP7 inh = blocks the human protease SENP7; Q9BQF6; recombinant SENP7, Z-RLRGG-aminoluciferin luminescence, 40 min; inhibition, % at 5 µM; actives 1.5% (n = 330,000); AID 434973;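 active means inhibition above about 50% at the single test dose, limit read from the data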;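 further: plate controls were DMSO with enzyme for no effect and no enzyme buffer wells for full effect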
Apaf-1 inh = human Apaf-1 inhibition; actives 0.71% (n = 330,000); reconstituted apoptosome caspase-3 activity, DEVD-Rh110 fluorescence; AID 489030; inhibition, % at 20 µM; active means inhibition of at least 40% at 20 µM;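 further: plate controls were DMSO wells for no effect and DEVD-CHO caspase inhibitor wells for full effect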
Target sequence (O14727 whole entry, looked up): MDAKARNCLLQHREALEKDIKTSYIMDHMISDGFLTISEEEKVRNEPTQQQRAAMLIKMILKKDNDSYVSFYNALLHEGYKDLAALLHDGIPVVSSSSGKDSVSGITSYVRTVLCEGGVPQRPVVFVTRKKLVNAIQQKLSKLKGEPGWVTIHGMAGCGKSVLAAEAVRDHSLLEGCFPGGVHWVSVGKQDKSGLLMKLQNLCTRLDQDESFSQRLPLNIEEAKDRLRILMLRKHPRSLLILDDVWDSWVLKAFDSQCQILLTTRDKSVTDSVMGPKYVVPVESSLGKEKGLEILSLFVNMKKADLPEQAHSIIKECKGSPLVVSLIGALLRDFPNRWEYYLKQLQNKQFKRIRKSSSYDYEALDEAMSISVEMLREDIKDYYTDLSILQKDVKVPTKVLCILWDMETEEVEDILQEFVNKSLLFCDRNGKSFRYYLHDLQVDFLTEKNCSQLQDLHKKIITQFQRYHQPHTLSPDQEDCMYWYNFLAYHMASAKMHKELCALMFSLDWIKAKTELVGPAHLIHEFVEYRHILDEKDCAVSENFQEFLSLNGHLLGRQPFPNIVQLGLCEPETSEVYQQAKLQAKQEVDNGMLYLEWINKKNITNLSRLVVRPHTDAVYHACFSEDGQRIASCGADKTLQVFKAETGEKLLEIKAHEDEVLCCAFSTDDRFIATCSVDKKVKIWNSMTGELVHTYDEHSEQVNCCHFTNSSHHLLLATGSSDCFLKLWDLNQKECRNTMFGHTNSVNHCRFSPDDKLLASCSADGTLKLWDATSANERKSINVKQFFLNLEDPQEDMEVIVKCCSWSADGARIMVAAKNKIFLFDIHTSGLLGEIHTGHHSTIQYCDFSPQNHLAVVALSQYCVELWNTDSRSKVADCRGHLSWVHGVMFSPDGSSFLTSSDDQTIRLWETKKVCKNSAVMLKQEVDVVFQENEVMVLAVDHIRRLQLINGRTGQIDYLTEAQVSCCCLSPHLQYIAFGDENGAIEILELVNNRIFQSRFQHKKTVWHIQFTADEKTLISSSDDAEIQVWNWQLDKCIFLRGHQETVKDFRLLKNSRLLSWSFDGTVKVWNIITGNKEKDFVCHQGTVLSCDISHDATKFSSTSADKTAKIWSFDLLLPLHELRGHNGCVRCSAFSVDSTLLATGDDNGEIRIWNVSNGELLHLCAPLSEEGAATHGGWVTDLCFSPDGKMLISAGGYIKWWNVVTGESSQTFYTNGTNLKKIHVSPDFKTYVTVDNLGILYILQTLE
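Material: reconstituted apoptosome with Apaf-1, cytochrome c, caspase-9, procaspase-3, dATP. Technique: Rh110 fluorescence intensity. Buffer or medium: pH 7.5 Hepes buffer with CHAPS, BSA, DTT. Times: 30 min plus 50 min, RT.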
UBC13 polyUb = inhibitors of human UBC13 polyubiquitin chain formation | inhibition, % at 20 µM | TR-FRET | actives 0.47% (n = 330,000) | AID 485273; in the data active means inhibition above about 45%, passing the limit was not always enough
The depositor's hits bear a star. Unless noted, no stated cut-off is given here; in the data, active means inhibition above about 50%; inactive means the rest.

SMILES	Jurkat NFkB inh	HKDC1 inh	697 NFkB inh	Gli-Sufu block	SENP8 block	SENP7 inh	Apaf-1 inh	UBC13 polyUb
CC(=O)Nc1cc2nn(-c3ccccc3)nc2cc1C	-84	2	-195	-57	72*	77*	-3	1
CCS(=O)(=O)Nc1cccc(C2=NN(S(=O)(=O)c3ccccc3)C(c3ccco3)C2)c1 (configuration not stated)	-5	-5	17	-8	2	4	-4	0
CCN(CC)C(=O)CSc1nnc(SC(C)C(=O)NC2CC2)s1 (configuration not stated)	6	-8	13	-1	2	-2	-3	3
COc1ccccc1NC(=O)CCN1C(=O)C2CC=CCC2C1=O (configuration not stated)	6	-1	-35	-12	5	-3	8	-6
COc1ccc(C2CC(C(F)(F)F)n3nc(CO)c(Cl)c3N2)cc1OC (configuration not stated)	-7	-3	-23	92*	0	-14	6	-8
Cc1nn(Cc2ccc(C(=O)n3cccn3)o2)c(C)c1Br	1	1	14	1	2	-4	-2	16
C=CCN(C(=O)c1csnn1)C(C(=O)NCc1ccccc1)c1cccs1 (configuration not stated)	5	-5	12	-10	-3	7	-2	-2
Cc1cc(N2C(=O)C(=O)/C(=C(/O)c3ccc(F)cc3)C2c2ccc(F)cc2)no1 (configuration not stated)	-12	0	16	2	-3	1	3	-5
O=C(NC1CCCCC1)c1ccc(S(=O)(=O)N2CCCCC2)cc1	-3	4	-16	3	-4	-6	5	5
CCOc1ccccc1CNC(=O)C1CCN(c2nnc(C)c3c(C)n(-c4ccc(C)cc4)nc23)CC1	34	2	2	4	-6	2	41*	15
O=C(Nc1ccc(CSc2ccccc2)cc1)c1ccccc1	-26	-10	-11	-34	12	59*	7	-9
Cc1ccsc1/C=N/NC(=O)c1cccc(S(=O)(=O)Nc2ccccc2Cl)c1	-6	-8	20	-4	-3	-1	-1	-7
CCOc1ccc(NC(=O)Nc2ccccc2SC)cc1	-88	-7	-72	-63	95*	99*	0	16
N#CCSc1nn(-c2ccc(F)cc2)c(=S)s1	11	-4	9	33	2	2	-11	17
O=C(NCCc1ccc(F)cc1)c1ccc(S(=O)(=O)N2CCCC2)cc1	-16	2	7	-11	-4	-15	7	0
COc1ccccc1C(=O)OCC(=O)Nc1cccc(S(=O)(=O)NC2=NCCCCC2)c1	12	-4	8	10	1	5	-4	5
O=C(COC(=O)c1ccc(-c2cnc3ccccc3n2)cc1)c1ccccc1	-4	-10	6	-36	-9	6	3	30
CCCc1cc(=O)oc2c(CN3CCN(C)CC3)c(O)c(Cl)cc12	7	3	-1	6	-1	-2	-3	10
O=C(COc1ccc(-n2cnnn2)cc1)Nc1ccccc1OC(F)F	21	-2	13	4	0	-2	-5	0
CCCOc1cccc(-c2nc3ccccc3c(=O)o2)c1	-8	16	-48	-46	-8	-1	26	4
CC1CC(C)CN(C(=O)Cn2c(SCC(=O)N3CCc4ccccc4C3)nc3ccccc32)C1 (configuration not stated)	-11	-5	10	3	-6	4	20	-6
COc1cccc(N2CC(NC(=O)C(=O)c3c(C)[nH]c4ccccc34)CC2=O)c1 (configuration not stated)	0	4	13	-2	6	-1	12	-1
CCOC(=O)c1ccc(COC(=O)CNS(=O)(=O)c2ccccc2)cc1	13	-6	12	-6	-4	2	-5	11
O=C(CSc1cnc2ccccc2n1)NC1CCCC1	-1	-7	-5	0	-16	-18	7	10
CC(=O)COc1ncnc2c(Cl)cc(Cl)cc12	11	-14	-1	-1	4	1	-2	7

18 structures out of the list, sorted by SMILES length, highest first:
SMILES	Jurkat NFkB inh	HKDC1 inh	697 NFkB inh	Gli-Sufu block	SENP8 block	SENP7 inh	Apaf-1 inh	UBC13 polyUb
CCOc1ccccc1CNC(=O)C1CCN(c2nnc(C)c3c(C)n(-c4ccc(C)cc4)nc23)CC1	34	2	2	4	-6	2	41*	15
CCS(=O)(=O)Nc1cccc(C2=NN(S(=O)(=O)c3ccccc3)C(c3ccco3)C2)c1 (configuration not stated)	-5	-5	17	-8	2	4	-4	0
Cc1cc(N2C(=O)C(=O)/C(=C(/O)c3ccc(F)cc3)C2c2ccc(F)cc2)no1 (configuration not stated)	-12	0	16	2	-3	1	3	-5
COc1cccc(N2CC(NC(=O)C(=O)c3c(C)[nH]c4ccccc34)CC2=O)c1 (configuration not stated)	0	4	13	-2	6	-1	12	-1
Cc1ccsc1/C=N/NC(=O)c1cccc(S(=O)(=O)Nc2ccccc2Cl)c1	-6	-8	20	-4	-3	-1	-1	-7
COc1ccc(C2CC(C(F)(F)F)n3nc(CO)c(Cl)c3N2)cc1OC (configuration not stated)	-7	-3	-23	92*	0	-14	6	-8
C=CCN(C(=O)c1csnn1)C(C(=O)NCc1ccccc1)c1cccs1 (configuration not stated)	5	-5	12	-10	-3	7	-2	-2
CCCc1cc(=O)oc2c(CN3CCN(C)CC3)c(O)c(Cl)cc12	7	3	-1	6	-1	-2	-3	10
O=C(NC1CCCCC1)c1ccc(S(=O)(=O)N2CCCCC2)cc1	-3	4	-16	3	-4	-6	5	5
O=C(COc1ccc(-n2cnnn2)cc1)Nc1ccccc1OC(F)F	21	-2	13	4	0	-2	-5	0
CCN(CC)C(=O)CSc1nnc(SC(C)C(=O)NC2CC2)s1 (configuration not stated)	6	-8	13	-1	2	-2	-3	3
COc1ccccc1NC(=O)CCN1C(=O)C2CC=CCC2C1=O (configuration not stated)	6	-1	-35	-12	5	-3	8	-6
Cc1nn(Cc2ccc(C(=O)n3cccn3)o2)c(C)c1Br	1	1	14	1	2	-4	-2	16
O=C(Nc1ccc(CSc2ccccc2)cc1)c1ccccc1	-26	-10	-11	-34	12	59*	7	-9
CCCOc1cccc(-c2nc3ccccc3c(=O)o2)c1	-8	16	-48	-46	-8	-1	26	4
CC(=O)Nc1cc2nn(-c3ccccc3)nc2cc1C	-84	2	-195	-57	72*	77*	-3	1
N#CCSc1nn(-c2ccc(F)cc2)c(=S)s1	11	-4	9	33	2	2	-11	17
O=C(CSc1cnc2ccccc2n1)NC1CCCC1	-1	-7	-5	0	-16	-18	7	10

Complete entries, quoted from the list.
CC1CC(C)CN(C(=O)Cn2c(SCC(=O)N3CCc4ccccc4C3)nc3ccccc32)C1 (configuration not stated) across the screens: Jurkat NFkB inh: -11; HKDC1 inh: -5; 697 NFkB inh: 10; Gli-Sufu block: 3; SENP8 block: -6; SENP7 inh: 4; Apaf-1 inh: 20; UBC13 polyUb: -6
CC(=O)COc1ncnc2c(Cl)cc(Cl)cc12 across the screens: Jurkat NFkB inh: 11; HKDC1 inh: -14; 697 NFkB inh: -1; Gli-Sufu block: -1; SENP8 block: 4; SENP7 inh: 1; Apaf-1 inh: -2; UBC13 polyUb: 7

(cont.)
SMILES	Jurkat NFkB inh	HKDC1 inh	697 NFkB inh	Gli-Sufu block	SENP8 block	SENP7 inh	Apaf-1 inh	UBC13 polyUb
CCOc1ccc(Nc2nc(N3CCOCC3)nc(N3CCOCC3)n2)cc1	-2	-7	6	8	-2	-3	-5	0
O=C1Nc2ccccc2C12OCCO2	15	-7	9	-10	6	3	1	-7
Cc1ccc(NC(=O)CCC(=O)NNC(=O)COc2cccc3ccccc23)c(C)c1	2	12	-4	-15	6	1	-20	-1
Cc1ccc(C(=O)OCC(=O)c2ccc(CC(=O)N3CCOCC3)s2)cc1C	9	-1	10	-2	8	2	0	-36
CC(=O)N1CCN(c2ccc(NC(=O)c3ccc(Cl)cc3)cc2)CC1	-1	-2	-4	-14	-8	2	-11	12
CCN(C(=O)COC(=O)/C=C/c1c(C)nn(Cc2ccc(C)cc2)c1C)C1CCS(=O)(=O)C1 (configuration not stated)	5	-10	13	-2	-1	10	-6	2
COc1cccc(CNn2cnnc2)c1O	-3	-2	6	1	-5	-11	6	-5
CCN(CCCNC(=O)CCCCn1c(=O)[nH]c2ccccc2c1=O)c1ccccc1	3	-4	0	5	-1	1	11	17
C=C(C)CN1C(=O)C2(OCCO2)c2ccccc21	37	0	-3	0	-5	-10	10	0
Cc1cccc(C)c1NC(=O)COC(=O)c1nonc1N	-3	-11	11	1	-17	-9	4	-5
CCCC(C)C(=O)Nc1nc(C)c(-c2csc(Nc3cc(Cl)ccc3C)n2)s1 (configuration not stated)	-3	-5	-22	-2	-4	-3	19	-27
COc1ccccc1CN1CCNC(=O)C1CC(=O)NCCOc1cccnc1 (configuration not stated)	-1	-6	16	-10	-2	-9	-18	-1
N#CC1=C(N)Oc2c(ccc3cccnc23)C1c1ccccc1 (configuration not stated)	66*	2	-5	-6	-5	-1	-3	-14
CCCn1c(SCc2ccccn2)nc2c1c(=O)n(C)c(=O)n2C	4	11	0	46	-4	6	0	8
CC(=O)OCC1CCCC2=C(C)C(=O)CCC21COC(C)=O (configuration not stated)	3	-9	17	-2	-6	-8	-4	-6
COc1ccc(C(=O)NCCSCc2ccccc2Cl)cc1OC	-13	3	-15	10	0	2	-3	-2
CN=C(Nc1cc(C)nn1CCC#N)c1ccc(F)cc1	-2	-7	-19	3	-3	-8	-27	-2
CCc1ccccc1NC(=O)CN1CCN(C(=O)CNC(=O)Cc2cccc3ccccc23)CC1	-4	-3	-1	-3	-10	3	5	-3
Cc1ccc(S(=O)(=O)NNc2nnc(C)c(=O)[nH]2)cc1	9	9	7	-14	11	7	-2	-2
CC(=O)CSc1nnc(CSc2ncccn2)n1C1CCCCC1	-1	-6	1	4	0	-5	5	0
O=C(COC(=O)CCCOc1ccccc1)NNC(=O)c1ccc([N+](=O)[O-])cc1	13	-6	18	-2	5	1	-14	-9
CC(C)CN(C(=O)c1ccc(S(=O)(=O)N2CCOCC2)cc1)C1CCS(=O)(=O)C1 (configuration not stated)	-8	1	9	-17	1	8	0	0
CCOC(=O)C1=C(COC(=O)C(CC)Oc2ccccc2)NC(=O)NC1C (configuration not stated)	-5	-6	-12	-4	-7	2	6	0
CCOC(=O)C1=C(O)/C(=C\c2cccc(OC)c2)N=C1C	-4	-3	-21	0	-7	-11	-24	-9
Cc1ccc(NC(=S)NC2CC3CCC(C2)N3Cc2ccco2)cc1C (configuration not stated)	3	-15	-12	-1	-4	2	0	1
CCC(CNC(=O)c1c(C)nn(-c2ccccc2)c1Cl)c1ccccc1 (configuration not stated)	6	7	-22	2	4	6	18	6
COc1cccc(CCc2nnc(CCC(=O)NC(C)Cc3cccs3)o2)c1 (configuration not stated)	-7	-7	-6	-2	-5	-8	7	-7
O=C(CC(=O)N/N=C/c1c(Cl)cccc1Cl)NCc1cccnc1	5	-9	1	5	0	-4	34	7
COc1ccccc1C(=O)COC(=O)c1nc(Cl)ccc1Cl	12	-2	8	-3	-23	20	8	-2

Rows are unselected (roughly 3.6% active in at least one column).
